IkB sig inh – suppresses IkB signaling in ABC-DLBCL reporter cells | ABC-DLBCL IkBa-CBG/CBR dual luciferase ratio, 4 h; response scale: scaled: untreated 0%, proteasome inhibitor 100% | Potency, µM (titrated, usually from 57.1 µM), inactives show top-dose IkBa stabilization activation | 110,000 compounds, 0.04% hits; active means well fitted curve in the direction sought with a large enough effect in the signal ratio, not every such curve was filed as active; inconclusive means small, poorly fitted or top-dose-only effect, or a change in a side signal; the % refers to the signal ratio;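 further: the direction sought is a rising ratio; 0% = basal untreated cells and 100% = reference inhibitor full response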
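In this assay, an IκBα–CBG68 fusion accumulates when IKK-driven degradation is blocked; native CBR normalizes for cell number. OCI-Ly3 cells were treated 4 h with compound and doxycycline, then green and red light read after Chroma-Glo addition.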
p53ts 32C kill – p53ts cell cytotoxicity, permissive temperature | H1299-p53A138V at 32C, ATP luminescence viability, 24 h | Potency, µM (series often up to 46.1 µM), for inactives: at the top dose activity change, negative = cytotoxicity, actives largely listed as cytotoxic | 130,000 compounds, 0.93% hits | AID 924;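 further: 0% = DMSO and -100% = full killing by reference compound; nearly all actives have a fitted effect of over 55% in size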
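Cells: H1299 p53ts (A138V), 600/well, pre-incubated 16–30 h at 37C. Cpd up to 46 uM, 24 h, 32C. Readout: ATPlite luminescence, 20 min RT. Normalization: DMSO vs tamoxifen 100 uM. AC50 by Hill equation.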
Peg3 imprint – inducers of genomic imprint erasure in mouse ES cells. mouse ES Peg3-LacZ reporter, beta-gal luminescence, 40 h. Potency, µM (highest dose often 60.7 µM), for the others: at the highest dose activity change, positive = activation, actives largely listed as activators. 110,000 compounds, 0.02% hits. AID 1948;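 further: 0% = negative control wells on the plate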
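Each well holds 300 Peg3LacZ-Neo (maternal) female ES cells incubated 40 h at 37C, 5% CO2. LacZ is measured by BetaGlo luminescence, with AC50 and maximum efficacy derived from dose-response curves.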
p53ts 39C kill – p53ts cell cytotoxicity, nonpermissive temperature. H1299-p53A138V viability at 39C, ATP luminescence, 24 h. 130,000 compounds, 1.5% hits. Potency, µM (top dose mostly 46.1 µM), without a hit: at the top dose activity change, negative = cell killing, usual class: cytotoxic; further: nearly all actives have a fitted effect of over 55% in size
Starred values were filed as active, the others as inactive; ? = inconclusive; . = no result given; & = joins results of further samples; [ ] = remark or other dose. Unless noted, the call rests on the fitted dose curve; in most records, active means well fitted curve in the direction sought with a large enough effect; inconclusive means small, poorly fitted or top-dose-only effect, or another doubt; inactive means no such curve, though single readings can be large; an effect the other way counts as inactive or inconclusive. Unless noted, on the % scale 0 is the no-effect control and ±100 the full control effect; potency means the concentration at half of the fitted maximal effect.

SMILES	IkB sig inh	p53ts 32C kill	Peg3 imprint	p53ts 39C kill
Cc1csc(SCC(=O)Nc2ccc(Cl)cn2)n1	?	11%	?	6%
O=C(O)NCC1CCCCC1 (tested in a mixture with another compound)	0.4%[11.4 µM]	5%[9.22 µM]	-6%[10.9 µM]	-8%[9.22 µM]
CCOc1ccccc1NC(=O)c1cc2cc3cc(C)ccc3nc2s1	-0.2%	0%	-3%[10.9 µM]	-14%
COc1ccc(OC)c(S(=O)(=O)N2CCC(C(=O)Nc3cccc(C)c3C)CC2)c1	0.2%	3%	-10%	7%
CCNC(=O)CC1C(=O)N(c2cccc(OC)c2)C(=O)N1CCOC (configuration not stated)	-1.3%	-11%	?	9%
CCCCn1c(COc2cccc(OC)c2)nc2ccccc21	?	-5%	-8%[10.9 µM]	-5%
COC(=O)C/C=C\[C@@H](C)[C@@H]1C=C[C@H](OC(C)=O)[C@H](COC(C)=O)O1	.	4%[9.22 µM]	.	-1%[9.22 µM]
CSc1nccn1CC(=O)Nc1ccc(F)cc1	1.6%	-6%	-15%	-10%
CCOc1ccc(S(=O)(=O)N2CCN(c3ccc(C)cc3C)CC2)cc1	14%	-7%	-16%	13%
CCCc1cc(=O)[nH]c2nnc(SC(C)CC)n12 (configuration not stated)	-3.0%	-10%	?	-4%
CCCCC(=O)NCCc1cc2c(OC)ccc(OC)c2[nH]c1=O	1.0%	26%	-8%	-6%
CCN(CC)C(=O)c1cnn(-c2ccccc2)c1NC(=O)c1ccccc1F	.	-9%	.	5%

Whole records from above. Order of values: IkB sig inh, p53ts 32C kill, Peg3 imprint, p53ts 39C kill
`COC(=O)C/C=C\[C@@H](C)[C@@H]1C=C[C@H](OC(C)=O)[C@H](COC(C)=O)O1` in the list: ., 4%[9.22 µM], ., -1%[9.22 µM]
`COc1ccc(OC)c(S(=O)(=O)N2CCC(C(=O)Nc3cccc(C)c3C)CC2)c1` in the list: 0.2%, 3%, -10%, 7%
`O=C(O)NCC1CCCCC1` (tested in a mixture with another compound) in the list: 0.4%[11.4 µM], 5%[9.22 µM], -6%[10.9 µM], -8%[9.22 µM]
`CSc1nccn1CC(=O)Nc1ccc(F)cc1` in the list: 1.6%, -6%, -15%, -10%
`CCOc1ccccc1NC(=O)c1cc2cc3cc(C)ccc3nc2s1` in the list: -0.2%, 0%, -3%[10.9 µM], -14%

Further entries.
SMILES	IkB sig inh	p53ts 32C kill	Peg3 imprint	p53ts 39C kill
COc1ccc(NC(=O)Cn2nnc(-c3ccccc3NC(=O)c3cccs3)n2)cc1	1.3%	?	-12%	-20%
CCOc1ccccc1CNC(=O)c1cc2cc(S(=O)(=O)N3CCCCC3)ccc2n1C	-0.3%	-2%	-14%[10.9 µM]	15%
CC1(C)OC(=O)C(=CNCC(=O)NCC(=O)O)C(=O)O1	0.4%	3%	-3%	12%
Cc1cccc2sc(NC(=O)CCNS(=O)(=O)c3cccc4nonc34)nc12	?	1%	-15%	-6%
COC(=O)C1(Cc2ccccc2)NC(c2ccccc2C)C2C(=O)N(c3ccc4c(c3)OCO4)C(=O)C21 (configuration not stated)	.	-21%	.	-15%
O=C(CSc1c2c(nc3ccccc13)CCC2)Nc1ccc(F)cc1	?	?	-8%[10.9 µM]	4%
CCCCNC(=O)CCSc1nc(-c2ccc3c(c2)OCO3)cc(C(F)(F)F)n1	2.6%	-1%	-9%[10.9 µM]	4%
CC1SC(c2cccc(Cl)c2)NC1=O (configuration not stated)	2.4%	1%	-3%	-1%
CC(=O)N[C@@H](CC(=O)O)C(=O)O	0.0%[25.6 µM]	5%[20.6 µM]	-1%[16.8 µM]	7%[20.6 µM]
O=C(NCc1ccccc1Cl)c1ccc(-n2cnc3cccnc32)cc1	?	-3%	19%[10.9 µM]	25%
Oc1ccccc1C1=Nc2ncnn2C(c2ccc(F)cc2)C1 (configuration not stated)	-0.1%	-3%	-3%	-17%
O=C(Cn1nnc2c(cnn2-c2ccc(F)cc2)c1=O)OC1CCCCC1	?	11%	.	-18%

Compounds from the list above containing an NH in an aromatic ring (2):
SMILES	IkB sig inh	p53ts 32C kill	Peg3 imprint	p53ts 39C kill
CCCc1cc(=O)[nH]c2nnc(SC(C)CC)n12 (configuration not stated)	-3.0%	-10%	?	-4%
CCCCC(=O)NCCc1cc2c(OC)ccc(OC)c2[nH]c1=O	1.0%	26%	-8%	-6%

The list goes on:
SMILES	IkB sig inh	p53ts 32C kill	Peg3 imprint	p53ts 39C kill
CCCCOc1ccccc1NC(=O)CC1SC(=NCC)N(CC)C1=O (configuration not stated)	?	15%	-20%	2%
CCN(CC)CCNC(=O)c1cn(CCOC)c(=O)c2c1c1ccccc1n2C	-1.2%	5%	-2%[10.9 µM]	4%
CCOC(=O)c1[nH]c2ccccc2c1NC(=O)CN1CCCCC1	0.5%	-1%	.	4%
C=CCn1c(=N)n(CC(O)c2ccco2)c2ccccc21 (configuration not stated)	-3.8%	-3%	-14%	-14%
COC(=O)[C@@]1(Cc2ccc(F)cc2)[C@H]2c3cc(C(=O)N(C)C)n(C)c3C[C@H]2CN1C(=O)c1ccccc1	.	6%	-13%	1%
COc1ccc(-n2nc(C(=O)NCc3ccco3)c3c4ccccc4n(C)c3c2=O)cc1Cl	6.9%	6%	7%	4%
COc1ccc(OC)c(NC(=O)c2nnn(Cc3ccc(Br)cc3F)c2N)c1	2.0%	-12%	-19%	-24%
COc1ccc(Oc2nc(Oc3ccc(OC)cc3)nc(Oc3ccc(OC)cc3)n2)cc1	8.6%	0%	-5%	1%
C/C=C/c1ccc(OCCn2cncn2)c(OC)c1	-6.8%	7%	-9%	0%
CC(C)[C@@H](C(=O)NCC1CCC(C(=O)O)CC1)n1nnc2ccccc2c1=O (some centres not stated)	-1.0%	-1%	-6%	3%
CN(C)c1ncnc2ccc(-c3cccnc3)cc12	-3.8%[11.4 µM]	9%	?	-12%
CCOc1cc(N2CCOCC2)c(OCC)cc1NC(=O)CSc1cccc[n+]1[O-]	2.1%	11%	4%	1%

The final 2 records of the part before come first, to join the parts:
SMILES	IkB sig inh	p53ts 32C kill	Peg3 imprint	p53ts 39C kill
CN(C)c1ncnc2ccc(-c3cccnc3)cc12	-3.8%[11.4 µM]	9%	?	-12%
CCOc1cc(N2CCOCC2)c(OCC)cc1NC(=O)CSc1cccc[n+]1[O-]	2.1%	11%	4%	1%
CCn1c(SCC(=O)Nc2nc3ccc(C)cc3s2)nc2c(c1=O)SC(C)C2 (configuration not stated)	?	14%	-25%	8%
CCOC(=O)c1ccc(NS(=O)(=O)c2ccc3[nH]c4c(c3c2)CCCCC4)cc1	?	?	-13%[10.9 µM]	16µM*
CCOc1ccc(NC(=O)C(CC)NC(=O)c2ccccc2CO)cc1 (configuration not stated)	-0.7%	-1%	-9%	1%
Cn1ncc(Br)c1C(=O)Nc1ccc(Cl)cn1	-0.7%	-5%	6%	-3%
N#CCCC12CCCCC1=Nc1ccccc12 (configuration not stated)	1.9%	2%	13%	8%
CCOCCn1c(CN2CCN(c3ccccc3)CC2)nc2c1c(=O)n(C)c(=O)n2C	1.5%	0%	-19%	11%
CN1C(=O)C(C)(C)c2cc(S(=O)(=O)N3CCCC3C(=O)Nc3ccc(F)cc3)ccc21 (configuration not stated)	?	-9%	-11%[10.9 µM]	-14%
CCN(CC)c1nc2ccccc2nc1C(C#N)C(=O)NCCc1ccccc1 (configuration not stated)	-1.1%	1%	-6%	0%
COc1cccc(NC(=O)Nc2cc(C)ccc2F)c1	-0.3%	2%	-45%[inhibitor]	-10%
CC(=O)c1c(C)n(C)c2ccc(OC(=O)c3ccco3)cc12	-2.5%	14%	-6%	-2%
CO[C@]1(NC(=O)C(C(=O)O)c2ccc(O)cc2)C(=O)N2C(C(=O)O)=C(CSc3nnnn3C)COC21 (some centres not stated)	.	-9%	0%	7%
O=S(=O)(NCC1CCCO1)c1cccc(C(F)(F)F)c1 (configuration not stated)	0.3%	11%	-9%	2%
Cc1ccc(N2CCN(CCc3nc4cc(NC(=O)c5ccco5)ccc4n3C)CC2)cc1	0.7%	6%	-5%	7%
O=C(CN1C(=O)CCC1=O)Nc1nc(-c2ccc(Cl)s2)cs1	0.9%	-5%	0%	-14%
CCc1nc(SCc2cc(=O)c3cc(C)ccc3[nH]2)n[nH]1	-0.6%	19%	-3%[10.9 µM]	-7%
Cc1cc(C(=O)CSc2nnc(Nc3ccccc3F)s2)c(C)n1CC1CCCO1 (configuration not stated)	?	0%	-37%[inhibitor]	-17%
COc1cccc([C@@H]2Oc3ccc(Br)cc3C(=O)[C@H]2O)c1	.	-14%[9.22 µM]	.	-14%[9.22 µM]
Cc1cccc(NC(=S)NCC(c2cccnc2)N(C)C)c1C (configuration not stated)	.	21%	.	23%
COC(=O)[C@@H]1C[C@H]1[C@@H](NC(=O)c1cccnc1)c1ccccc1	.	1%	-3%	-7%
CC1CCN(S(=O)(=O)c2ccc3c(c2)N(CC(=O)NCC(C)c2ccccc2)C(=O)CO3)CC1 (configuration not stated)	?	8%	-13%[10.9 µM]	3%
CCOC(=O)c1ccc(OCC(=O)c2ccc(O)cc2O)cc1	0.3%	13µM*	-58%[inhibitor]	13µM*
O=C(CSc1nnc(-c2ccc(F)cc2)o1)N1CCN(C(=O)c2ccco2)CC1	-0.9%	-4%	.	1%
Nc1ccc(C(=O)OCC(=O)N2CCOCC2)cc1[N+](=O)[O-]	.	7%	.	-5%
CC(=O)c1ccc(NC(=O)CSc2nc3c(=O)n(C)c(=O)n(C)c3n2C)cc1	-1.2%	-3%	-17%[10.9 µM]	-17%
CN(Cc1ccco1)c1ncnc2ccc(-c3cccnc3)cc12	6.3%[11.4 µM]	18%	.	-2%
Cc1[nH]c2ccccc2c1C(=O)COC(=O)C1CCC(=O)N1 (configuration not stated)	0.7%	-2%	-2%	-1%
Cn1cnnc1Sc1nc2ccccc2nc1NS(=O)(=O)c1ccccc1	?	-5%	-10%	-2%
COC(=O)c1ccccc1NC(=O)Cc1nc(-c2ccc(OC)cc2)no1	?	-20%	-14%[10.9 µM]	-26%
Cc1ccc(-n2nnc(-c3nsc(NC(=O)c4cccc(Cl)c4)n3)c2C)cc1C	-3.0%	2%	-8%[10.9 µM]	1%
Cc1oc(-c2ccccc2F)nc1CS(=O)CC(=O)NCc1cccs1 (configuration not stated)	2.3%	4%	-12%	-17%
CCc1ccccc1NC(=O)C1CCCN(c2cnccn2)C1 (configuration not stated)	?	7%	-4%[10.9 µM]	9%
CN(C)c1ccnc(SCc2ccccc2Cl)c1C#N	9.9%	-4%	-18%	5%
COCCn1c(=O)c(-c2cc(F)cc(F)c2)nc2cnc(OCc3ccccc3)nc21	7.8%[11.4 µM]	-1%	.	-4%
CCN(CC)C(=O)c1c(-c2ccccc2)c(-c2ccccc2)nn(C)c1=O	3.7%	5%	-13%[10.9 µM]	-14%
COc1ccc(CCNC(c2ccc(F)cc2)c2nnc(-c3ccccc3Cl)o2)cc1OC (configuration not stated)	?	8%	-11%[10.9 µM]	-20%
COc1cccc(OCc2cc(=O)n3cc(C)sc3n2)c1	5.8%	-21%	-22%[10.9 µM]	-30%
Cc1cc(Br)cc(Cl)c1OCC(=O)NC(=O)NCc1ccccc1	.	15%	.	-3%
CC(C)Nc1nc(NC(C)C)nc(NS(=O)(=O)c2ccc(N)cc2)n1	.	5%	.	28%
CC(=O)N1CCCc2cc(S(=O)(=O)N3CCCCC3)ccc21	3.7%	-2%	-7%[10.9 µM]	-17%
Cc1onc(-c2c(F)cccc2Cl)c1C(=O)NCc1cccs1	-0.8%	4%	-11%	10%
COc1ccc(-c2ccc3c(N)c(C(=O)Nc4cc(F)ccc4C)sc3n2)cc1	10%	-14%	-6%[10.9 µM]	-26%
COc1ccc2c(c1OC)C(=O)O[C@@H]2[C@H]1c2c(cc3c(c2OC)OCO3)CCN1C	0.4%	7%	-7%&1%	3%
O=C(c1ccc(Cl)cc1)c1cn(Cc2ccccc2)c2cc3c(cc2c1=O)OCCO3	?	1%	-6%[10.9 µM]	-18%
Cc1nc2ccc3nc(NC(=O)c4ccc5c(c4)OCCO5)sc3c2s1	6.3%	-2%	5%	3%
Cc1ccc(Cn2c(N3CCCCCC3)nc3c2c(=O)[nH]c(=O)n3C)cc1	1.5%	10%	-5%	-6%
Cc1noc(C)c1S(=O)(=O)N1CCCC(C(=O)N2CCc3ccccc3C2)C1 (configuration not stated)	3.4%	-3%	-14%	-8%

Source: PubChem (National Center for Advancing Translational Sciences (NCATS))
